GC-A act = GC-A (human) enzyme activation. P16066. activation, % at 10 µM. AID 1671463. hit rate 0.14% among 370,000. HEK293 GC-A cells, cGMP TR-FRET, EC30 ANP; 0% at EC30 ANP, 100% saturating ANP; in the data active means activation above about 40%
DAX1 inh-1 = blocks DAX1 repression of SF-1 activated StAR promoter | hit rate 1.1% among 370,000 | inhibition, % at 6.8 µM | AID 652010 | HEK293T StAR-luciferase reporter, SF-1/DAX-1 repression relief;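 active means inhibition above the mean over all tested compounds plus 3 SD, cut at about 3.6% in these data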;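 further: 0% = DAX-1 cells with DMSO and 100% = cells lacking DAX-1 with DMSO; higher inhibition means more luminescence from relief of DAX-1 repression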
hgDAF12 agonist = activates the H. glycines DAF-12 receptor ligand-binding domain; activation, % at 6.8 µM; HEK293 GAL4-hgDAF12 UAS-luciferase reporter, agonist luminescence; normalized to butyrate control; hit rate 1.8% among 370,000;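 active means activation above a cutoff set at the mean of all screened compounds plus 3 SD, cut at about 10% in these data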;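 further: 0% = DMSO wells and 100% = sodium butyrate wells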
SMARCA2 activ = increases SMARCA2 function in MMTV reporter cells | MG213 cells, MMTV-luciferase reporter, dexamethasone, overnight | activation, % at 9.1 µM | hit rate 1% among 370,000 | AID 652017; in the data active means activation above about 7.8%;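 further: 0% = vehicle wells and 100% = reference activator wells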
ssDAF-12 act = activates DAF-12 receptor from parasite S. stercoralis; HEK293 ssDAF-12/GRIP1 lit1-tk-luc reporter, luminescence; % of 3 µM dafachronic acid response; activation, % at 6.8 µM; hit rate 1% among 370,000; AID 652126;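 active means activation above the mean over all tested compounds plus 3 SD, cut at about 0.9% in these data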;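 further: 0% = DMSO-only wells and 100% = 3 µM delta7-dafachronic acid wells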
ADAM10 inh = ADAM10 inhibition, QFRET primary screen | AID 720582 | inhibition, % at 7 µM | O14672 | hit rate 0.62% among 370,000 | recombinant ADAM10, EDANS/DABCYL FRET peptide cleavage, 3 h;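 active means inhibition above a per-campaign cutoff equal to the mean of compounds falling between control-based bounds plus 3 SD, cut at about 20% in these data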;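 further: 0% = DMSO wells while the 100% control is not disclosed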
Target sequence (O14672 214-748 limits assumed): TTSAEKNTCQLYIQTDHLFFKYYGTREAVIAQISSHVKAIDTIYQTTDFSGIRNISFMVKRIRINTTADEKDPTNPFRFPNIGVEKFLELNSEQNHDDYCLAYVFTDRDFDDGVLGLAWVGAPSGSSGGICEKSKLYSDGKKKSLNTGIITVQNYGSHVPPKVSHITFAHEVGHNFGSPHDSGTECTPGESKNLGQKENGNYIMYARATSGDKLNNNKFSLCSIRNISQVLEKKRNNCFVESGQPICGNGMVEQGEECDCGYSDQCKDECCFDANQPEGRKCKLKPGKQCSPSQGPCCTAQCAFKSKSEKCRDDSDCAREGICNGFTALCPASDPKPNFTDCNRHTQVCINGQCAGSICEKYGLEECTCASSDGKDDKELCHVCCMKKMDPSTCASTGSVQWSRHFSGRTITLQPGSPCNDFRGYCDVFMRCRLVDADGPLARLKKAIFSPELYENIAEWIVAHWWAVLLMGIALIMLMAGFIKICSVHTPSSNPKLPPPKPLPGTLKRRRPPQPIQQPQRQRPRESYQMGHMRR
FXN GAA850 act = increases GAA850 frataxin promoter reporter activity | HEK293 lucGAA850 FXN promoter luciferase reporter, 24 h; percent of 10 µM SAHA response | activation, % at 6 µM | hit rate 0.56% among 360,000 | AID 540364;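 active means activation above the average of all compounds screened plus 3 SD, cutoff fixed separately per campaign, cut at about 7.5% in these data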;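 further: 0% = DMSO wells and 100% = 10 µM SAHA wells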
ADAM17 inh = inhibits human ADAM17 | recombinant ADAM17, EDANS/DABCYL FRET peptide cleavage | inhibition, % at 6.95 µM | hit rate 0.83% among 370,000;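 active means inhibition above the mean of compounds lying between control limits plus 3 SD, set per campaign, cut at about 8.5% in these data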;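 further: 0% = DMSO-only wells as the low control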
DAX1 inh-2 = inhibits human nuclear receptor DAX1; HEK293 Gal4-DAX1 luciferase reporter, luminescence; P51843; AID 504766; inhibition, % at 6.75 µM; hit rate 0.99% among 340,000;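 active means inhibition above the mean over all tested compounds plus 3 SD, cut at about 4.2% in these data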;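 further: 0% = DAX1-transfected cells with DMSO and 100% = empty-vector control cells with DMSO; inhibition shows as a rise in luminescence from relieved DAX1 repression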
Target sequence (P51843 207-470 limits assumed): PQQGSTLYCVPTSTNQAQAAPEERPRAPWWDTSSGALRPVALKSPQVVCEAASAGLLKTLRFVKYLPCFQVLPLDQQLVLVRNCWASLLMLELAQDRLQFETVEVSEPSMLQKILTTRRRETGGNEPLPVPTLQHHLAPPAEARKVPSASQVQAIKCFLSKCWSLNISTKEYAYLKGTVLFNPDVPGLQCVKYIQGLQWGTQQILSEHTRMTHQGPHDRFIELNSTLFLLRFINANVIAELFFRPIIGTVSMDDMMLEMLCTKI
hcDAF12 agonist = H. contortus DAF-12 activation, primary screen; HEK293 hcDAF-12 lit1-tk-luc reporter, luminescence; 0% DMSO, 100% Δ7-dafachronic acid; activation, % at 6.8 µM; hit rate 1.4% among 370,000; AID 652067;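 active means activation above the mean of all tested compounds plus 3 SD, cut at about 5.5% in these data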;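 further: 100% = response to 3 µM Δ7-dafachronic acid high control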
PG9 Ab binder = binds the HIV-1 gp120 antibody PG9. TR-FRET gp120-PG9 antibody binding. inhibition, % at 6.7 µM. hit rate 0.43% among 360,000; in the data active means inhibition above about 8.5%
The depositor's hits bear a star; i = inactive; / = not tested or not shown.

SMILES | GC-A act | DAX1 inh-1 | hgDAF12 agonist | SMARCA2 activ | ssDAF-12 act | ADAM10 inh | FXN GAA850 act | ADAM17 inh | DAX1 inh-2 | hcDAF12 agonist | PG9 Ab binder
CCN1CCN(C(=O)c2cc(-c3ccc(Cl)s3)nc3ccccc23)CC1 | 1 | -1.9 | 1.0 | -1 | 0.1 | i | 2.5 | -435 | -0.8 | 1.2 | 0.5
O=C(Nc1nc2ncccn2c1-c1ccc(F)cc1)C1CC1 | 4 | -0.4 | -0.8 | 8.7* | -0.9 | i | / | -173 | / | -2.6 | /
CSc1ccc(CN2CCCC(CO)(Cc3ccccc3)C2)cc1 (stereo not given) | -8 | 0.7 | 0.1 | 1 | -1.4 | 9 | 2.7 | 0 | 3.5 | -1.1 | 0.9
COC(=O)C[C@@H]1C[C@@H]2c3cc(NS(=O)(=O)c4ccc(F)cc4)ccc3O[C@@H]2[C@@H](CO)O1 | -4 | 1.4 | 1.1 | -5 | -0.3 | -3 | 3.0 | 4 | -0.3 | -2.8 | -1.2
O=C(Nc1c2c(nn1-c1ccccc1)CS(=O)(=O)C2)C1CCCC1 | 3 | 0.9 | 0.5 | -1 | -0.6 | 1 | 1.5 | -6 | 0.5 | 0.2 | -1.5
O=C1c2ccccc2-c2cccc(C(=O)N3CCCCCC3)c21 | 1 | -0.3 | 1.3 | -3 | -0.8 | -3 | 0.5 | -4 | -0.8 | 2.5 | -1.1
O=C(O)CCNS(=O)(=O)c1cccc(Br)c1 | 5 | 0.6 | -2.2 | -2 | -1.2 | -7 | 2.5 | -4 | -0.4 | -1.8 | 0.1
Nc1nonc1-n1nnc(C(=O)N/N=C/c2ccc(Cl)cc2Cl)c1CN1CCOCC1 | 1 | -0.3 | -2.8 | -1 | -0.8 | -9 | 0.0 | -1 | 0.1 | -2.2 | 0.7
COc1ccc(NC2CCCN(C(=O)CCc3ccccc3F)C2)cc1 (stereo not given) | 0 | -2.2 | 0.9 | 0 | -1.2 | -3 | 0.8 | -4 | 0.2 | -2.5 | 0.8
C[C@H]1CN(S(=O)C(C)(C)C)[C@H](CCO)/C1=C\c1ccccc1 (stereo not given in full) | -1 | 0.1 | -1.3 | -1 | -0.7 | -2 | -1.6 | 5 | -1.1 | -1.2 | 0.0
CCOc1ncnc2c1oc1nc(CC(C)C)c3c(c12)CC(C)(C)OC3 | 3 | -0.3 | -0.1 | -2 | -1.5 | -1 | 2.7 | -7 | -0.1 | 0.5 | -0.2
Cc1cc2oc(=O)cc(CN(C)Cc3ccccc3)c2cc1C(C)C | -8 | -0.3 | -2.2 | 0 | -1.3 | -7 | 5.4 | -3 | -1.5 | -2.3 | -0.7
CC(NC(=O)c1ccccc1F)C1CC1 (stereo not given) | 5 | -0.1 | -1.1 | -3 | -1.4 | -5 | -0.7 | -3 | 0.7 | 1.6 | -2.3
CN(C)c1nc(Nc2ccc(F)cc2)nc(Oc2ccc(F)cc2)n1 | -8 | -0.2 | -3.2 | -2 | -1.1 | 7 | 2.5 | -2 | -0.2 | 0.0 | 1.1
CC1CCCCC1NC(=O)CSc1nnc(CC(=O)Nc2ccccc2F)n1C (stereo not given) | -1 | -0.2 | 1.3 | 0 | -0.9 | -4 | -0.4 | -3 | -1.3 | 1.5 | 0.6
CCc1nc(N)c(C#N)c(-c2cccnc2)c1C | -2 | -1.0 | -3.2 | -4 | -1.3 | -39 | 2.6 | -14 | 0.5 | -2.1 | 0.9
O=C1C=C(O)CC(c2ccc(Cl)cc2)C1 (stereo not given) | 2 | -0.2 | -0.4 | 0 | -0.9 | 8 | 3.7 | -4 | 1.4 | -1.2 | -0.7
Cc1ccccc1NC(=O)Cn1nnc2c(cnn2-c2ccc(F)cc2)c1=O | 14 | 0.4 | 1.6 | 0 | -1.4 | -5 | -1.6 | -5 | -0.1 | -0.1 | 1.9
O=c1oc2ccccc2c(Nc2cc3ccccc3cc2O)c1[N+](=O)[O-] | 1 | -1.5 | 17* | 0 | 1.0* | -17 | 0.8 | -5 | -2.7 | 8.3* | -3.5
COc1nc(-c2ccc(Cl)cc2Cl)nc2ccccc12 | -9 | 0.5 | 2.5 | 0 | -1.3 | -6 | 3.0 | -2 | 2.7 | -2.2 | 1.2

Reprinted at random: 5 compounds from above, in no set order.
SMILES | GC-A act | DAX1 inh-1 | hgDAF12 agonist | SMARCA2 activ | ssDAF-12 act | ADAM10 inh | FXN GAA850 act | ADAM17 inh | DAX1 inh-2 | hcDAF12 agonist | PG9 Ab binder
O=c1oc2ccccc2c(Nc2cc3ccccc3cc2O)c1[N+](=O)[O-] | 1 | -1.5 | 17* | 0 | 1.0* | -17 | 0.8 | -5 | -2.7 | 8.3* | -3.5
O=C1C=C(O)CC(c2ccc(Cl)cc2)C1 (stereo not given) | 2 | -0.2 | -0.4 | 0 | -0.9 | 8 | 3.7 | -4 | 1.4 | -1.2 | -0.7
COC(=O)C[C@@H]1C[C@@H]2c3cc(NS(=O)(=O)c4ccc(F)cc4)ccc3O[C@@H]2[C@@H](CO)O1 | -4 | 1.4 | 1.1 | -5 | -0.3 | -3 | 3.0 | 4 | -0.3 | -2.8 | -1.2
Nc1nonc1-n1nnc(C(=O)N/N=C/c2ccc(Cl)cc2Cl)c1CN1CCOCC1 | 1 | -0.3 | -2.8 | -1 | -0.8 | -9 | 0.0 | -1 | 0.1 | -2.2 | 0.7
CSc1ccc(CN2CCCC(CO)(Cc3ccccc3)C2)cc1 (stereo not given) | -8 | 0.7 | 0.1 | 1 | -1.4 | 9 | 2.7 | 0 | 3.5 | -1.1 | 0.9

(list continues)
SMILES | GC-A act | DAX1 inh-1 | hgDAF12 agonist | SMARCA2 activ | ssDAF-12 act | ADAM10 inh | FXN GAA850 act | ADAM17 inh | DAX1 inh-2 | hcDAF12 agonist | PG9 Ab binder
Cc1ccc(C(C)C)c(OCC(=O)NN=C2CCCCCCC2)c1 | -3 | 0.1 | -0.7 | 2 | -1.4 | 5 | -2.5 | 5 | 0.5 | -1.4 | -2.5
COc1cccc(C(C)(O)c2nc(-c3ccc4ccccc4c3)cs2)c1 (stereo not given) | 2 | -1.3 | 5.0 | -5 | -1.0 | 4 | 0.9 | 5 | / | -0.8 | 0.3
Cc1ccc(NC(=O)[C@H](C)NC(=O)C2CCN(C(=O)[C@@H](NC(=O)OC(C)(C)C)C(C)C)CC2)cc1 | 2 | 0.7 | -1.1 | 3 | -0.9 | 9 | -2.8 | 0 | 0.3 | 1.3 | -2.8
COc1ccc(NC(=O)[C@@H]2CC=C[C@@H]3CCN(Cc4ccc(Cl)c(Cl)c4)C(=O)[C@@H]32)cc1 | -2 | 0.2 | -0.9 | -2 | -1.9 | -2 | -1.7 | -4 | -0.4 | -2.2 | 0.8
CC(=O)N/C(=C/c1ccc2c(c1)OCO2)C(=O)NCCCO | -1 | -0.2 | 2.1 | 0 | -1.3 | -20 | 0.2 | -2 | 0.1 | 0.2 | -0.3
COc1ccc(C(CNC(=O)c2cccc(Br)c2)N2CCCC2)cc1 (stereo not given) | -26 | 1.5 | 2.0 | -1 | -1.1 | 10 | -2.1 | 0 | -0.4 | -0.1 | -0.9
CCCCn1c(N)c(N(CC(C)C)C(=O)CCCc2nc3ccccc3c(=O)[nH]2)c(=O)[nH]c1=O | 5 | 0.3 | 2.0 | 0 | -0.9 | -2 | 0.6 | -2 | -0.3 | -0.5 | 0.5
CC(Sc1nnc(CN2CCCC2)n1Cc1ccccc1)C(=O)Nc1ccc(F)cc1 (stereo not given) | -9 | 0.9 | -0.2 | -3 | -1.1 | -12 | 1.6 | -2 | -0.4 | 0.4 | 1.1
CC(C)=CCN1C(=O)[C@]2(OCCC=C[C@H]2C)c2c(Br)cccc21 | -1 | -0.6 | -2.4 | -2 | -0.7 | 3 | / | 5 | / | -1.3 | -2.1
Cc1cc(C(=O)CSc2nnc(-c3ccc(Cl)cc3)n2CC2CCCO2)c(C)n1C (stereo not given) | 7 | -0.9 | -1.0 | 3 | -1.3 | 5 | -0.5 | -1 | 1.8 | -1.7 | -2.4
CCCc1c2c(cc3c(=O)cc(C(=O)OCC)oc13)CCCC2 | -3 | -0.1 | -0.9 | -3 | -0.7 | -9 | 1.8 | -6 | -0.9 | -0.8 | 0.8
CNC(=O)c1cc(-c2ccc(Cl)cc2)n(-c2ccccc2)n1 | -13 | -0.4 | 2.4 | 2 | -1.3 | 6 | 1.3 | -4 | 0.9 | 0.8 | 0.6
CN(C)S(=O)(=O)n1cc(/C=C(\NC(=O)c2ccccc2Cl)C(=O)N2CCOCC2)c2ccccc21 | 3 | -0.3 | -1.5 | 1 | -0.5 | -1 | 0.5 | -4 | -0.4 | 1.2 | 0.6
CCOc1cc(/C=C2\C(=O)ON=C2c2ccccc2)ccc1OC | 29 | 0.2 | 1.8 | -1 | -1.0 | 5 | 1.4 | -1 | 1.5 | -0.8 | -1.1
Cc1ccc(S(=O)(=O)/N=C2/NC(=O)/C(=C/c3cccnc3)S2)cc1 | 5 | 0.0 | 0.0 | 2 | -0.4 | 9 | 0.9 | 0 | 2.1 | -2.0 | -1.2
Cc1cc(=O)[nH]c(CN2CCOCC2)n1 | -1 | 0.7 | 2.0 | -2 | -0.9 | 11 | 1.9 | 1 | 0.3 | -0.1 | 0.1
Cc1ccccc1OCC(=O)Nc1ccc(NC(=O)c2ccco2)cc1 | -1 | -0.9 | -4.0 | 1 | -2.2 | -5 | 1.7 | -3 | -1.9 | -2.7 | -1.5
CN(C)CCCN(C(=O)c1ccco1)c1nc2ccc(Br)cc2s1 | -10 | 0.1 | 2.0 | 0 | -1.4 | -3 | -0.1 | -2 | 0.3 | -1.0 | 0.1
COc1cc(S(=O)(=O)N2CCn3cccc3C2C)ccc1NC(C)=O (stereo not given) | 0 | -0.8 | -1.4 | -1 | -0.7 | -18 | 2.1 | -11 | 0.0 | 1.0 | 0.8
CC1CCCC(NC(=O)NC(=O)COC(=O)C2=NN(c3ccccc3)C(=O)CC2)C1C (stereo not given) | -4 | -0.1 | -0.8 | 2 | -0.9 | -4 | -1.0 | -3 | 0.1 | 0.4 | -1.9
C=CCNC(=O)C1CCN(c2c([N+](=O)[O-])cc(C(F)(F)F)cc2[N+](=O)[O-])CC1 | -7 | -0.2 | -0.4 | 0 | -0.8 | 8 | 0.7 | 1 | 3.4 | 0.2 | 1.1
COc1ccc(OC(=O)C(C)N2C(=O)c3ccccc3C2=O)cc1 (stereo not given) | 0 | 0.6 | 0.1 | 3 | -1.3 | 8 | 0.6 | -1 | 0.3 | -1.3 | -2.5
CC1(NC(=O)CC[N+](C)(C)CCO)CS(=O)(=O)CC1S(=O)(=O)[O-] (stereo not given) | 0 | 0.0 | 2.4 | 0 | -0.4 | 3 | / | 1 | / | -2.5 | -1.8
N#C/C(=C\c1cccc([N+](=O)[O-])c1)c1ccccn1 | -2 | -0.1 | 2.2 | 0 | -1.4 | -2 | 4.2 | 3 | -1.5 | 0.5 | -0.2
CCCS(=O)(=O)NC(=O)C1(C)CCN(C(=O)c2ccc(C(F)(F)F)cc2)C1 (stereo not given) | -1 | 1.5 | 1.7 | 0 | -1.6 | -10 | 0.7 | -4 | / | -0.6 | -0.9
CCCCn1c(N)c(N(CC(C)C)C(=O)COC(=O)c2ccccc2NCCO)c(=O)[nH]c1=O | -1 | 1.2 | 2.7 | -1 | -1.2 | i | -2.0 | i | 0.5 | -0.2 | -0.2

Source: PubChem BioAssay
